beta cell repl = inducers of beta-cell replication in MIN6 cells | MIN6 cells proliferation, ATPlite luminescence, 48 h; cells starved in 0.2% serum; 100% = growth in 10% serum | proliferation, % at 10 µM | hit rate 0.29% among 330,000 | AID 2380;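 active = compounds whose signal lies at least 3.5 SD above the mean of all wells on their plate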;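 also: 0% = DMSO-treated cells in low-serum medium and 100% = 10% serum control; some compounds called inactive have numbers as strong as hits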
tim10-1 inh = inhibits growth of tim10-1 mutant yeast; S. cerevisiae tim10-1 ts strain growth, BacTiter-Glo, 24 h; AID 463190; hit rate 2.2% among 330,000; inhibition, % at 20 µM;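 active = inhibition of at least 40%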;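 also: mutant grown at 25 °C; 0% = DMSO wells with yeast and 100% = wells holding no yeast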
hIAP inh = blocks human intestinal alkaline phosphatase. hit rate 0.12% among 330,000. inhibition, % at 10 µM. purified IAP, CDP-Star luminescence, 30 min. AID 2544. P09923;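 active = inhibition reaching a set limit with compound at 10 µM in the primary screen, cut at about 35% in these data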;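 also: plate controls were DMSO wells with enzyme for no effect and no-enzyme buffer wells for full effect; values of inactives mirror those of a sister screen read the other way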
A3G deaminase = APOBEC3G (human) deaminase inhibition | Q9HC16 | recombinant A3G, ssDNA deamination FAM/TAMRA fluorescence | inhibition, % at 20 µM | hit rate 0.28% among 330,000;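 active = inhibition of at least 40% at 20 µM, with no more than 30% in the related APOBEC3A deaminase screen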;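 also: plate controls were DMSO wells with A3G for no effect and wells lacking A3G enzyme for full effect; some compounds called inactive have numbers as strong as hits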
Target sequence (Q9HC16 whole entry, looked up): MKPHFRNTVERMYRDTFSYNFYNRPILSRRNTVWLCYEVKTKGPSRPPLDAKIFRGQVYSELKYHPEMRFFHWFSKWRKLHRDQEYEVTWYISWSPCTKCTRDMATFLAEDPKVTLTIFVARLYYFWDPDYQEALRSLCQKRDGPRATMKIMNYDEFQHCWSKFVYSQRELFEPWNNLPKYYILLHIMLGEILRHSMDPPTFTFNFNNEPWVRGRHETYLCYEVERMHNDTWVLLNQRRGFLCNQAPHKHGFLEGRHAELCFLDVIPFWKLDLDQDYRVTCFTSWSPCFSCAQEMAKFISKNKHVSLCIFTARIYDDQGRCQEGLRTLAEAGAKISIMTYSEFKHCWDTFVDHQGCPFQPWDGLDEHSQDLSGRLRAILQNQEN
TIM10 inh = growth inhibitors of TIM10 yeast strain; inhibition, % at 10 µM; hit rate 1.4% among 330,000; AID 463195; S. cerevisiae TIM10 strain growth, BacTiter-Glo luminescence, 24 h;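 active = inhibition of 40% or more at the single tested concentration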;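 also: wild-type TIM10 isogenic control strain grown at permissive 25 °C; 0% = DMSO yeast wells and 100% = minimal medium wells without yeast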
APOBEC3A inh = blocks human APOBEC3A ssDNA deamination. P31941. recombinant A3A, FAM/TAMRA ssDNA deamination fluorescence. inhibition, % at 20 µM. hit rate 0.41% among 330,000;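 active = at least 40% inhibition at 20 µM here, with at most 30% in a related deaminase screen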;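 also: plate controls were A3A with DMSO for no effect and wells lacking A3A enzyme for full effect; some results filed as inactive read as strong as hits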
Target sequence (P31941 whole entry, looked up): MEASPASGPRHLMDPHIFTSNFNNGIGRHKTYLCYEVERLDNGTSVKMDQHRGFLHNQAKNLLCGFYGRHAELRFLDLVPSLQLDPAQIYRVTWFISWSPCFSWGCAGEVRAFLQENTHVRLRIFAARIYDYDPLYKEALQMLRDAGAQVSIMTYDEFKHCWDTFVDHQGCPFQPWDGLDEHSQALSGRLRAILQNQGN
mIAP block = blocks mouse intestinal alkaline phosphatase; purified mouse IAP, CDP-Star luminescence, 30 min; inhibition, % at 10 µM; hit rate 0.2% among 330,000; AID 2806;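 active = inhibition of at least 40% at 10 µM in the primary screen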;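 also: plate controls were DMSO with enzyme for no effect and no enzyme wells for full effect; values of inactives mirror those of a sister screen read the other way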
NLRP3 yeast inh = NALP3 inhibition in yeast; inhibition, % at 10 µM; Yeast reconstituted NLRP3/ASC/caspase-1, beta-gal luminescence, 24 h; hit rate 0.39% among 330,000;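 active = inhibition of 50% or more; inactive = inhibition below 50%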;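 also: plate controls were induced DMSO wells for no effect and uninduced yeast grown without galactose for full effect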
mIAP act = mouse IAP activation; muIAP, CDP-Star luminescence, 30 min; hits give high values; 1 = vehicle-only enzyme signal, 0 = enzyme-free wells; activation factor at 10 µM; hit rate 0.24% among 330,000;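 active = activation factor of at least 2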; also: the source names both 10 and 20 µM as test concentration; values of inactives mirror those of a sister screen read the other way
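System: mouse IAP enzyme. Reagent: CDP-Star chemiluminescent phosphatase substrate. Benchmarks: DMSO wells, no-enzyme wells. Times: 30 min enzyme-substrate-compound incubation at room temperature. Detection: luminescence from enzymatic CDP-Star hydrolysis. Doses: test compounds delivered from DMSO solution.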
An asterisk follows results filed as active.

structure,beta cell repl,tim10-1 inh,hIAP inh,A3G deaminase,TIM10 inh,APOBEC3A inh,mIAP block,NLRP3 yeast inh,mIAP act
NC(=O)c1nn(-c2ccccc2)nc1NC(=O)CN1CCOCC1,0,3,11,-6,-6,-1,2,-6,0.98
CCC(=O)N1CCc2cc(S(=O)(=O)NCCC(=O)N3CCN(c4cccc(C)c4)C(C)C3)ccc21 (stereo not drawn),0,11,-18,-9,-8,-14,-10,-4,1.1
CCOc1[nH]n(-c2ccc(Cl)cc2)c(=O)c1C=NCc1cccnc1,-1,29,-4,-7,21,-4,4,3,0.96
COCCNC(=S)N/N=C(\C)c1ccc(O)cc1,0,7,-17,-5,0,4,-9,6,1.1
Cc1c(-c2ccccc2)nc(N)c(C#N)c1-c1cccnc1,-1,4,-3,-1,15,-3,4,-3,0.96
CC(C)NC(=O)c1onc(CSc2ccccn2)c1C(=O)NC(C)C,-2,6,12,0,3,1,1,20,0.99
CCOc1ccc(S(=O)(=O)N2CCN(C(=S)NC3CC3)CC2)cc1,0,17,8,0,-12,-2,-12,11,1.1
Cc1nc(C)c(N)c(=O)[nH]1,-1,8,5,-7,8,-2,2,17,0.98
Cc1ccc(-c2nsc3c(N4CCC(C(N)=O)CC4)ncnc23)cc1,-2,17,-1,-2,-3,-1,-4,18,1
CCCn1c(N)c(C(=O)CN(C)CC(=O)Nc2cccc(F)c2)c(=O)[nH]c1=O,5,8,-7,-6,5,4,-6,14,1.1
COc1ccc(-c2cccc([C@H]3[C@@H]4C=CCC[C@@]4(C)C(=O)N3Cc3ccccc3)c2)cc1,-8,31,2,-6,2,1,3,21,0.97
O=C1CC(c2ccccc2)CC(O)=C1C=NC1CCCC1 (stereo not drawn),-2,12,-52,-3,4,-2,-15,16,1.2
COc1ccc(C(=O)NC2CC(C)(C)Cc3c2cnn3-c2ccccc2)c(OC)c1 (stereo not drawn),-1,28,-7,-1,-5,2,1,0,0.99
Cc1csc2ncc(C(=O)NCCC(c3ccccc3)c3ccccc3)c(=O)n12,2,-9,13,-5,0,0,11,28,0.89
Cc1ccc(C(=O)NCc2ccccn2)cc1S(=O)(=O)N1CCCCC1,-2,0,-21,0,-18,-5,-10,7,1.1
CN(C(=O)c1cc(-c2ccc3c(c2)OCO3)on1)c1ccccc1,-2,-19,-8,-8,8,-1,-5,10,1
Cc1cccc(OCCNC(=O)c2cncc(Br)c2)c1,4,21,-9,-3,-2,-1,-1,10,1
Cc1nn(Cc2ccc(Cl)cc2)c(C)c1N,-3,21,-4,-8,-6,-7,-12,-6,1.1
C#CCC(NC(=O)c1ccc(C#N)cc1)C(=O)NCCC (stereo not drawn),0,12,17,-1,2,-2,6,9,0.94
CCOC(=O)c1c(C)nn(Cc2cccc(Cl)c2)c1N,-1,9,5,-1,2,3,2,14,0.98
CCc1cccc(CC)c1NC(=O)C1CN(S(=O)(=O)c2ccccc2)CCN1S(=O)(=O)c1ccccc1 (stereo not drawn),0,25,-5,-6,-8,-1,-72,6,1.7
O=C(Cn1c(=O)oc2cc(S(=O)(=O)N3CCCCC3)ccc21)N1CCc2ccccc2C1,0,-10,8,-9,-6,-4,7,2,0.93
O=C(CSc1nc2ccsc2c(=O)n1-c1ccccc1)N1CCCC1,-2,20,-10,-5,26,1,9,5,0.91
Cc1cc(NC(=O)c2cc(-c3ccncc3)nc3ccccc23)ccc1Br,-7,16,-22,-3,1,-1,10,22,0.9
COc1ccccc1C/C(N)=N/OC(=O)c1ccc(C)c([N+](=O)[O-])c1,-5,69*,5,-6,86*,-2,5,31,0.95
O=C(CC1C(=O)NCCN1Cc1ccc(-c2ccccc2)cc1)NCCCn1ccnc1 (stereo not drawn),-3,-2,-10,-1,-17,1,-12,-5,1.1
Cc1cccc(-c2noc(CCC(=O)NC3CCCC3)n2)c1,-2,1,-8,-4,-17,-3,-5,18,1.1
O=C(c1cc(S(=O)(=O)N2CCOCC2)ccc1Cl)N1CCCCC1CO (stereo not drawn),4,-12,-7,-2,4,-2,9,5,0.91
CCN(c1ccccc1)c1nc2ccsc2c(=O)s1,-5,29,-8,-7,8,-1,-2,11,1
O=C(CSc1nnc(COc2ccccc2F)n1-c1ccccc1)NC1CCS(=O)(=O)C1 (stereo not drawn),0,-6,-9,-7,15,-4,2,23,0.97
COCCCN1CC(=O)N2C(c3cccc(C)c3)c3[nH]c4ccccc4c3C[C@H]2C1=O (stereo partly drawn),-5,10,-4,-6,19,-5,-5,-5,1.1
COc1ccc(NC(=O)CC2C(=O)NCCN2C(=O)c2ccc(N(C)C)cc2)cc1 (stereo not drawn),-1,-8,-2,-10,11,-2,5,3,0.95
O=C(N/N=C/c1ccncc1)c1cnccn1,2,-18,4,-6,-5,-2,11,16,0.89
COc1ccc(-c2nnc(-c3ccc(C)cc3)o2)cc1,-2,-7,14,-11,17,-5,4,29,0.95
CCOC(=O)CC1=C(C(=O)OCC)C(c2ccc(OC)cc2OC)C(C#N)=C(N)O1 (stereo not drawn),0,20,-25,-2,8,-6,-3,3,1
CC1(C)CC(=O)C2=C(C1)OC(N)=C(C#N)C21CCN(Cc2ccccc2)CC1,-4,19,-1,-5,13,2,3,2,0.97
CCOc1ccc(/C=N/O)cc1,2,4,-26,0,12,0,3,10,0.97
O=C(CCS(=O)(=O)c1ccc(Cl)cc1)N1CCN(S(=O)(=O)c2cccs2)CC1,-2,24,-6,-5,-12,-2,-5,-9,1
CCC(C)Sc1ccc([C@@H]2[C@H]3C(=O)N(CC)C(=O)[C@H]3[C@]3(C(=O)OC)CCCCN23)cc1 (stereo partly drawn),-9,16,3,-13,25,-3,8,7,0.92
Cc1nnc(SCC(=O)O)s1,1,7,-13,-5,-2,-2,-2,-1,1
CC1CCCN(CC(=O)N2c3ccccc3Sc3ccccc32)C1 (stereo not drawn),-2,5,-8,-7,-22,-1,-24,0,1.2
CCN1CCN(CCCNC(=O)c2cc3c(=O)oc4ccc(C)cc4c3s2)CC1,-6,4,7,1,0,1,3,7,0.97
CCN1CCN(C(c2cccs2)C(C)NC(=O)C(=O)N2CCCCC2)CC1 (stereo not drawn),0,-8,-14,-3,-6,-3,4,7,0.96
O=C(Cn1cc(C(F)(F)F)cc(Cl)c1=O)NCc1ccc(F)cc1,0,-8,8,-8,12,-2,3,16,0.97
COc1ccc(Nc2nc(-c3c[nH]c4ccccc34)cs2)cc1,0,11,7,-7,27,0,22,25,0.79
Cc1ccc(N2CC(C(=O)NCCN3CCOCC3)CC2=O)cc1 (stereo not drawn),-1,-10,11,-7,12,-2,4,4,0.96
C/C(=N\NC(N)=O)C1CC(CC(C)C)C(=O)O1 (stereo not drawn),0,7,-15,-5,0,1,-2,7,1
O=C(Nc1ccc2oc(-c3ccncc3)nc2c1)c1c(F)c(F)c(F)c(F)c1F,-2,8,-4,0,-6,1,1,-2,0.99
CC(=O)c1cc(F)c(N2CCN(C(=O)COc3ccccc3F)CC2)cc1C,-2,32,-3,1,-4,1,0,20,1
COc1ccccc1CC(=O)N(CCC#N)CCC#N,-4,10,3,-4,-11,-3,6,3,0.94

Ordered by heavy-atom count (largest number first): part of the list above
structure,beta cell repl,tim10-1 inh,hIAP inh,A3G deaminase,TIM10 inh,APOBEC3A inh,mIAP block,NLRP3 yeast inh,mIAP act
CCN1CCN(C(c2cccs2)C(C)NC(=O)C(=O)N2CCCCC2)CC1 (stereo not drawn),0,-8,-14,-3,-6,-3,4,7,0.96
CCN(c1ccccc1)c1nc2ccsc2c(=O)s1,-5,29,-8,-7,8,-1,-2,11,1
C/C(=N\NC(N)=O)C1CC(CC(C)C)C(=O)O1 (stereo not drawn),0,7,-15,-5,0,1,-2,7,1

Profiles, quoted from the list. Order of values: beta cell repl | tim10-1 inh | hIAP inh | A3G deaminase | TIM10 inh | APOBEC3A inh | mIAP block | NLRP3 yeast inh | mIAP act
COc1ccc(-c2nnc(-c3ccc(C)cc3)o2)cc1 across the screens: -2 | -7 | 14 | -11 | 17 | -5 | 4 | 29 | 0.95
NC(=O)c1nn(-c2ccccc2)nc1NC(=O)CN1CCOCC1 across the screens: 0 | 3 | 11 | -6 | -6 | -1 | 2 | -6 | 0.98

Some of these compounds in order of their number in APOBEC3A inh, smallest number first:
Compound	APOBEC3A inh
COc1ccc(-c2nnc(-c3ccc(C)cc3)o2)cc1	-5
COc1ccc(NC(=O)CC2C(=O)NCCN2C(=O)c2ccc(N(C)C)cc2)cc1 (stereo not drawn)	-2
CCN(c1ccccc1)c1nc2ccsc2c(=O)s1	-1
COc1ccc(Nc2nc(-c3c[nH]c4ccccc34)cs2)cc1	0
O=C(CC1C(=O)NCCN1Cc1ccc(-c2ccccc2)cc1)NCCCn1ccnc1 (stereo not drawn)	1

(next part)
structure,beta cell repl,tim10-1 inh,hIAP inh,A3G deaminase,TIM10 inh,APOBEC3A inh,mIAP block,NLRP3 yeast inh,mIAP act
Cc1ccc(S(=O)(=O)NCc2ccc(C(=O)N3CCN(c4ccccn4)CC3)cc2)cc1,2,29,-9,0,25,1,-2,13,1
CC(C)c1ccc(C2CC(=O)c3cnc(NC(=O)c4ccco4)nc3C2)cc1 (stereo not drawn),-3,29,-16,-6,36,-2,9,14,0.91
CCc1nc2nc(C)c(NS(=O)(=O)c3ccc(CC(C)C)cc3)c(=O)n2[nH]1,0,12,-13,1,-4,-2,1,2,0.99
CCOC(=O)C1CCN(C(=O)/C=C/c2ccccc2)CC1,0,10,-4,0,2,1,4,9,0.96
O=C(NCc1cccc(C(F)(F)F)c1)C1CCN(c2ncccn2)CC1,-1,11,14,-3,5,-3,1,9,0.99
O=C(NC1CCCCC1)C1(c2ccccc2)CC1(Cl)Cl (stereo not drawn),0,24,-9,-10,8,3,1,-30,0.99
C(=N\n1cnnc1)/c1ccc(OC2CSC2)cc1,-2,1,-3,-7,11,-2,2,18,0.98
CCN1CCN(C(=O)c2ccc3c(c2)S(=O)(=O)c2ccccc2C3=O)CC1,0,8,10,-2,-2,1,-5,18,1.1
CC(C)Nc1nc(Cl)nc(NCCOc2ccccc2)n1,-2,40*,5,0,8,0,-1,18,1
Cc1cc(C)cc(N(C(=O)c2sc(C)nc2C)C(C(=O)NCc2ccco2)c2ccccc2)c1 (stereo not drawn),0,19,-9,-4,13,-5,-12,-7,1.1
CC(C)=CCc1c(O)cc(O)c2c(=O)c3c(CC=C(C)C)c(O)ccc3oc12,-6,-10,-3,-8,21,-4,7,19,0.93
O=C1c2ccccc2C(=O)N1CCSc1nc2ccccc2c(=O)n1CCCN1CCOCC1,2,9,16,-4,10,-2,0,9,0.99
